p53ts 39C tox – p53ts cell cytotoxicity, nonpermissive temperature. H1299-p53A138V viability at 39C, ATP luminescence, 24 h. Potency, µM (highest dose often 46.1 µM), for the others: at the highest dose activity change, negative = cell killing, actives largely listed as cytotoxic. AID 902. hit rate 1.5% among 130,000; further: nearly all actives have a fitted effect of over 55% in size
IkB sig inh – inhibitors of IkB signaling in ABC-DLBCL cells; ABC-DLBCL IkBa-CBG/CBR dual luciferase ratio, 4 h; response scale: scaled: untreated 0%, proteasome inhibitor 100%; Potency, µM (series often up to 57.1 µM), inactives show top-dose IkBa stabilization activation; hit rate 0.04% among 110,000; AID 445; active means well fitted curve in the direction sought with a large enough effect in the signal ratio, not every such curve was filed as active; inconclusive means small, poorly fitted or top-dose-only effect, or a change in a side signal; the % refers to the signal ratio;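 further: the direction sought is a rising ratio; 0% = basal untreated cells and 100% = reference inhibitor full response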
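In this assay, an IκBα–CBG68 fusion accumulates when IKK-driven degradation is blocked; native CBR normalizes for cell number. OCI-Ly3 cells were treated 4 h with compound and doxycycline, then green and red light read after Chroma-Glo addition.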
Imprint erasure – genomic imprint erasure induction | mouse ES Peg3-LacZ reporter, beta-gal luminescence, 40 h | Potency, µM (titrated, usually from 60.7 µM), for inactives: at the highest dose activity change, positive = activation, usual class: activators | hit rate 0.02% among 110,000 | AID 1948;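 further: 0% = negative control wells on the plate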
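Gelatin-coated wells received 300 freshly trypsinized female ES cells with a Peg3LacZ-Neo reporter on the maternal allele, then incubated 40 hours at 37C. BetaGlo was added for 5 minutes at room temperature before a single luminescence read.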
p53ts 32C kill – kills p53ts cells at the permissive temperature | H1299-p53A138V at 32C, ATP luminescence viability, 24 h | Potency, µM (titrated, usually from 46.1 µM), without a hit: at the highest dose activity change, negative = cytotoxicity, usual class: cytotoxic | hit rate 0.93% among 130,000;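 further: 0% = DMSO and -100% = full killing by reference compound; nearly all actives have a fitted effect of over 55% in size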
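Cells: H1299 p53ts (A138V), 600/well, pre-incubated 16–30 h at 37C. Cpd up to 46 uM, 24 h, 32C. Readout: ATPlite luminescence, 20 min RT. Normalization: DMSO vs tamoxifen 100 uM. AC50 by Hill equation.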
* hit, by the source's call; [ ] = another dose, or the depositor's remark. Unless noted, the call rests on the fitted dose curve; in most records, active means well fitted curve in the direction sought with a large enough effect; inconclusive means small, poorly fitted or top-dose-only effect, or another doubt; inactive means no such curve, though single readings can be large; an effect the other way counts as inactive or inconclusive. Unless noted, on the % scale 0 is the no-effect control and ±100 the full control effect; potency means the concentration at half of the fitted maximal effect.

What do the screens show for `O=C1N(c2ccccc2)C2CS(=O)(=O)CC2N1c1ccc(Br)cc1` (centres undefined)?
p53ts 39C tox: -7%; IkB sig inh: 0.0%; Imprint erasure: -3%; p53ts 32C kill: 0%

What do the screens show for `Cc1ccc(-c2nc3scc(CCNC(=O)Cc4ccc(Cl)cc4)n3n2)cc1`?
p53ts 39C tox: -8%; IkB sig inh: inconclusive; Imprint erasure: -6%[10.9 µM]; p53ts 32C kill: 1%

What do the screens show for `C=CCNc1nc2c3ccccc3n(C(C)=O)c2s1`?
p53ts 39C tox: -21%; IkB sig inh: inconclusive; Imprint erasure: -19%; p53ts 32C kill: -23%

What do the screens show for `CC1=C(C(=O)Nc2ccc(Cl)cc2)C(CC(C)C)n2nc(SCc3ccccc3C)nc2N1` (centres undefined)?
p53ts 39C tox: -8%; IkB sig inh: inconclusive; Imprint erasure: 3%[10.9 µM]; p53ts 32C kill: -6%

How did COc1ccc(NC(=O)C2CCCN(S(=O)(=O)c3ccc(Cl)cc3)C2)cc1 (centres undefined) do in these assays?
p53ts 39C tox: 19%; IkB sig inh: -0.3%; Imprint erasure: -12%[10.9 µM]; p53ts 32C kill: 6%

How did CN(C)c1ccc(NC(=O)CN2C(=O)c3ccccc3Sc3ccc(C(=O)N4CCCC4)cc32)cc1 do in these assays?
p53ts 39C tox: 33%[activator]; IkB sig inh: 1.2%; Imprint erasure: -15%[10.9 µM]; p53ts 32C kill: 20%

How did CC(=O)c1cc2c(cc1NC(=O)CSc1nc3ccccc3o1)OCO2 do in these assays?
p53ts 39C tox: -6%; IkB sig inh: -1.4%; Imprint erasure: -12%; p53ts 32C kill: -6%

What do the screens show for `C=CCN1C(=O)C(O)(CC(=O)c2ccc(OC)cc2OC)c2cc(Br)ccc21` (centres undefined)?
p53ts 39C tox: 10%; IkB sig inh: 1.9%; Imprint erasure: -21%; p53ts 32C kill: 30%[activator]

Results for O=C(O)C1CC(=O)N(Cc2cccnc2)C1 (centres undefined) ?
p53ts 39C tox: -7%; IkB sig inh: 0.2%; Imprint erasure: 9%; p53ts 32C kill: -15%

Results for COC(=O)c1[nH]c2ccccc2c1NC(=O)CCN1CCN(C2CCCCC2)CC1 ?
p53ts 39C tox: 4%; IkB sig inh: 0.8%; Imprint erasure: -5%; p53ts 32C kill: 15%

What do the screens show for `CCCOc1ccc(OC(=O)c2ccc(Br)o2)cc1`?
p53ts 39C tox: -22%; IkB sig inh: 1.3%; Imprint erasure: 3%; p53ts 32C kill: -12%

What do the screens show for `Cc1ccccc1-c1nc(CN2CCC(C(=O)NC3CCN(Cc4ccccc4)CC3)CC2)c(C)o1`?
p53ts 39C tox: 8%; IkB sig inh: -0.3%; Imprint erasure: -11%; p53ts 32C kill: -5%

What do the screens show for `O=C(Cn1ncn2cccc2c1=O)NCc1cccc(Br)c1`?
p53ts 39C tox: 1%; IkB sig inh: inconclusive; Imprint erasure: 10%[10.9 µM]; p53ts 32C kill: -14%

What do the screens show for `CCC(C)n1c(=N)c(S(=O)(=O)c2ccccc2)cc2c(=O)n3ccccc3nc21` (centres undefined)?
p53ts 39C tox: -8%; IkB sig inh: -3.7%; Imprint erasure: -9%[10.9 µM]; p53ts 32C kill: 16%

How did Cc1ccc(OC(=O)COc2ccccc2C)c(-n2nc3ccccc3n2)c1 do in these assays?
p53ts 39C tox: 8%; p53ts 32C kill: 0%

What do the screens show for `O=C(NC1CCCCCC1)C1c2ccccc2C(=O)N1Cc1cccnc1` (centres undefined)?
p53ts 39C tox: 0%; IkB sig inh: 3.7%; Imprint erasure: -5%; p53ts 32C kill: -2%

What do the screens show for `COC(=O)[C@@]1(Cc2ccc(OC)cc2)[C@H]2c3cc(C(=O)N(C)C)n(Cc4ccc(OC)c(OC)c4)c3C[C@H]2CN1C(=O)c1ccccc1`?
p53ts 39C tox: 1%; Imprint erasure: 3%; p53ts 32C kill: 19%

How did COc1ccc(C(=O)Nc2ccccc2C(=O)NC(C(=O)NCc2ccco2)C(C)C)cc1 (centres undefined) do in these assays?
p53ts 39C tox: -29%; IkB sig inh: -1.7%; Imprint erasure: -5%; p53ts 32C kill: -1%

How did O=C(c1ccc2c(c1)N(Cc1c(F)cccc1Cl)C(=O)c1ccccc1S2)N1CCOCC1 do in these assays?
p53ts 39C tox: 18%; IkB sig inh: inconclusive; Imprint erasure: -5%[10.9 µM]; p53ts 32C kill: 12%

Results for Cc1cccc(S(=O)(=O)C(C#N)c2nc3ccccc3nc2N2CCCC2)c1 (centres undefined) ?
p53ts 39C tox: 2%; IkB sig inh: 2.2%; Imprint erasure: -1%; p53ts 32C kill: 4%

Results for CC(=O)c1cccc(NC(=S)NCCC2=CCCCC2)c1 ?
p53ts 39C tox: -4%; p53ts 32C kill: -10%

How did O=C(NCc1cn2ccccc2n1)c1ccc(Br)o1 do in these assays?
p53ts 39C tox: 16%; IkB sig inh: 0.0%; Imprint erasure: -9%; p53ts 32C kill: -10%

Results for COc1ccccc1OC(C)C(=O)N1CCN(CCc2ccccn2)CC1 (centres undefined) ?
p53ts 39C tox: 11%; IkB sig inh: 0.4%; Imprint erasure: -13%[10.9 µM]; p53ts 32C kill: 6%

Results for O=C1CN(c2ccccc2F)C(=O)CN1c1ccccc1F ?
p53ts 39C tox: 0%; IkB sig inh: 0.2%; Imprint erasure: -5%; p53ts 32C kill: 5%

Results for N#CCCn1c(=O)c(-c2cccs2)nc2cnc(N3CCOCC3)nc21 ?
p53ts 39C tox: 7%; IkB sig inh: -2.3%[11.4 µM]; Imprint erasure: -5%; p53ts 32C kill: -2%

Results for O=C(O)C1C2C=CC(C2)C1C(=O)NCCCN1CCOCC1 (centres undefined) ?
p53ts 39C tox: 0%; IkB sig inh: 0.7%; Imprint erasure: 12%; p53ts 32C kill: 8%

Results for CC(=O)N1CCc2cc(Br)cc(S(=O)(=O)NCCc3cccc(C)c3)c21 ?
p53ts 39C tox: 23%; IkB sig inh: inconclusive; Imprint erasure: -15%[10.9 µM]; p53ts 32C kill: 7%

Results for COCCCNC(=O)CCCC(=O)NCCCOC ?
p53ts 39C tox: 8%; IkB sig inh: -2.1%; Imprint erasure: -7%; p53ts 32C kill: -5%

How did Fc1ccc(Cc2cn3cc(-c4ccc(F)cc4)nc3s2)cc1 do in these assays?
p53ts 39C tox: 7.9µM*; IkB sig inh: inconclusive; Imprint erasure: -13%[10.9 µM]; p53ts 32C kill: inconclusive

Results for Cc1ccc([N+](=O)[O-])cc1NC(=S)NC(=O)c1ccco1 ?
p53ts 39C tox: -9%; p53ts 32C kill: 4%

A run of entries from the list above:
How did Fc1ccc(Cc2cn3cc(-c4ccc(F)cc4)nc3s2)cc1 do in these assays?
p53ts 39C tox: 7.9µM*; IkB sig inh: inconclusive; Imprint erasure: -13%[10.9 µM]; p53ts 32C kill: inconclusive

Results for Cc1ccc([N+](=O)[O-])cc1NC(=S)NC(=O)c1ccco1 ?
p53ts 39C tox: -9%; p53ts 32C kill: 4%

(further entries)
How did Cc1ccc(/C=C(\C#N)C(=O)Nc2ccc(Br)cc2)o1 do in these assays?
p53ts 39C tox: 1%; IkB sig inh: inconclusive; Imprint erasure: -6%[10.9 µM]; p53ts 32C kill: 6%

What do the screens show for `O=S(=O)(c1cccc2nsnc12)N1CCc2ccccc2C1`?
p53ts 39C tox: -1%; IkB sig inh: 4.0%; Imprint erasure: -10%; p53ts 32C kill: -1%

Results for CC(=O)N1c2ccc(S(=O)(=O)N3CCCCCC3)cc2CC1C(=O)NCc1ccccc1C (centres undefined) ?
p53ts 39C tox: -15%; IkB sig inh: -1.8%; Imprint erasure: -9%[10.9 µM]; p53ts 32C kill: -9%

Results for O=C1CCCC2=C1C(Cc1ccccc1)C1=C(CCCC1=O)O2 ?
p53ts 39C tox: 7%; IkB sig inh: 2.7%; Imprint erasure: 0%; p53ts 32C kill: 1%

How did Cc1noc(C)c1S(=O)(=O)N1CCC(C(=O)N2CCN(Cc3ccc4c(c3)OCO4)CC2)CC1 do in these assays?
p53ts 39C tox: -9%; IkB sig inh: -0.2%; Imprint erasure: -14%; p53ts 32C kill: -3%

How did CCOc1ccc(NC(=O)c2cnn(-c3ccccc3)c2-n2cccc2)cc1 do in these assays?
p53ts 39C tox: -23%; IkB sig inh: 2.4%; Imprint erasure: inconclusive; p53ts 32C kill: -4%

Results for O=C(CCN1CCc2ccccc2C1)c1ccc2c(c1)OCCO2 ?
p53ts 39C tox: inconclusive; IkB sig inh: inconclusive; Imprint erasure: -41%[inhibitor]; p53ts 32C kill: -9%

What do the screens show for `COC(=O)[C@H](Cc1ccccc1)NC(=O)NCCc1ccc(S(N)(=O)=O)cc1`?
p53ts 39C tox: 8%; IkB sig inh: -0.8%; Imprint erasure: 3%; p53ts 32C kill: 1%

What do the screens show for `COc1ccc(Cl)cc1C(=O)NCc1nnnn1-c1ccccc1`?
p53ts 39C tox: -4%; IkB sig inh: -1.0%; Imprint erasure: -2%[10.9 µM]; p53ts 32C kill: 8%

How did CCN1CCN(Cc2coc3ccc(C)cc3c2=O)CC1 do in these assays?
p53ts 39C tox: 3%; IkB sig inh: 1.3%; Imprint erasure: -47%[inhibitor]; p53ts 32C kill: -9%

Results for CC(CC(=O)Nc1ccc(F)cc1)S(=O)(=O)c1cc2c3c(c1)CCN3C(=O)CC2 (centres undefined) ?
p53ts 39C tox: -3%; IkB sig inh: inconclusive; Imprint erasure: -3%[10.9 µM]; p53ts 32C kill: 6%

How did COc1ccc(Nc2ncc3c(n2)CCN(Cc2cccc(F)c2F)C3)c(OC)c1 do in these assays?
p53ts 39C tox: -8%; IkB sig inh: inconclusive; Imprint erasure: 13%[10.9 µM]; p53ts 32C kill: -2%

How did Cn1cc(S(=O)(=O)N2CCOCC2)cc1C(=O)Nc1cccc(C#N)c1 do in these assays?
p53ts 39C tox: -17%; IkB sig inh: 2.5%; Imprint erasure: -14%[10.9 µM]; p53ts 32C kill: 1%

Results for CCOC(=O)C1CCN(S(=O)(=O)c2cccc(-c3cn4cccc(C)c4n3)c2)CC1 ?
p53ts 39C tox: -22%; IkB sig inh: inconclusive; Imprint erasure: -28%; p53ts 32C kill: -5%

What do the screens show for `Cc1cccc(CNc2ncncc2-c2ccc(C(=O)N(C)C)cc2)c1`?
p53ts 39C tox: 5%; IkB sig inh: 1.5%[11.4 µM]; Imprint erasure: -8%; p53ts 32C kill: 7%

What do the screens show for `CCCCNS(=O)(=O)c1ccc2nc(NC(=O)c3cccnc3)sc2c1`?
p53ts 39C tox: -4%; IkB sig inh: 0.6%; Imprint erasure: 15%[10.9 µM]; p53ts 32C kill: 3%

What do the screens show for `O=C(Nc1ccc2c(c1)OCO2)C(c1ccc(Cl)cc1)N1CCN(C(=O)c2ccco2)CC1` (centres undefined)?
p53ts 39C tox: 10%; IkB sig inh: 4.2%; Imprint erasure: -12%; p53ts 32C kill: 11%

Grouped by structure: the entries above containing bromine.
What do the screens show for `O=C1N(c2ccccc2)C2CS(=O)(=O)CC2N1c1ccc(Br)cc1` (centres undefined)?
p53ts 39C tox: -7%; IkB sig inh: 0.0%; Imprint erasure: -3%; p53ts 32C kill: 0%

What do the screens show for `C=CCN1C(=O)C(O)(CC(=O)c2ccc(OC)cc2OC)c2cc(Br)ccc21` (centres undefined)?
p53ts 39C tox: 10%; IkB sig inh: 1.9%; Imprint erasure: -21%; p53ts 32C kill: 30%[activator]

What do the screens show for `CCCOc1ccc(OC(=O)c2ccc(Br)o2)cc1`?
p53ts 39C tox: -22%; IkB sig inh: 1.3%; Imprint erasure: 3%; p53ts 32C kill: -12%

What do the screens show for `O=C(Cn1ncn2cccc2c1=O)NCc1cccc(Br)c1`?
p53ts 39C tox: 1%; IkB sig inh: inconclusive; Imprint erasure: 10%[10.9 µM]; p53ts 32C kill: -14%

How did O=C(NCc1cn2ccccc2n1)c1ccc(Br)o1 do in these assays?
p53ts 39C tox: 16%; IkB sig inh: 0.0%; Imprint erasure: -9%; p53ts 32C kill: -10%

Results for CC(=O)N1CCc2cc(Br)cc(S(=O)(=O)NCCc3cccc(C)c3)c21 ?
p53ts 39C tox: 23%; IkB sig inh: inconclusive; Imprint erasure: -15%[10.9 µM]; p53ts 32C kill: 7%

How did Cc1ccc(/C=C(\C#N)C(=O)Nc2ccc(Br)cc2)o1 do in these assays?
p53ts 39C tox: 1%; IkB sig inh: inconclusive; Imprint erasure: -6%[10.9 µM]; p53ts 32C kill: 6%
